Screening results: PubChem BioAssay, several laboratories
HUVEC inhibit – inhibitors of HUVEC proliferation, primary screen, cell-based, 384-well. 86,000 compounds, 1.1% hits. CellTiter-Glo luminescence, 72 h; active compounds read low. AID 648, 2007. viability, % at 10 µM (by protocol);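 active = viability at or below 30%; inactive = viability above 30%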;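 note: 100% = median luminescence of DMSO-only cell control wells on each plate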
CD11b adhes inh – inhibitors of CD11b/CD18 adhesion to fibrinogen, primary screen, K562 cells, luminescence | ATPlite luminescence; Mn2+ added to activate the integrin | inhibition, % at 10 µM | 93,000 compounds, 0.54% hits;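 active = primary inhibition of 50% or more at 10 µM, then 40% or more on retest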; note: some results filed as inactive read as strong as hits
ERa coact inh – ERα–SRC-1 coactivator interaction inhibitors, primary screen, biochemical, TR-FRET, ERα LBD, estradiol-bound; TR-FRET ER-alpha LBD / SRC-1 peptide; 86,000 compounds, 1.7% hits; inhibition, % at 25.6 µM; Estrogen receptor (Homo sapiens), P03372; in the data active = inhibition above about 50%;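 note: 0% = receptor plus peptide control and 100% = peptide only without receptor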
Target sequence (P03372 whole entry, looked up, the tested form may be a part): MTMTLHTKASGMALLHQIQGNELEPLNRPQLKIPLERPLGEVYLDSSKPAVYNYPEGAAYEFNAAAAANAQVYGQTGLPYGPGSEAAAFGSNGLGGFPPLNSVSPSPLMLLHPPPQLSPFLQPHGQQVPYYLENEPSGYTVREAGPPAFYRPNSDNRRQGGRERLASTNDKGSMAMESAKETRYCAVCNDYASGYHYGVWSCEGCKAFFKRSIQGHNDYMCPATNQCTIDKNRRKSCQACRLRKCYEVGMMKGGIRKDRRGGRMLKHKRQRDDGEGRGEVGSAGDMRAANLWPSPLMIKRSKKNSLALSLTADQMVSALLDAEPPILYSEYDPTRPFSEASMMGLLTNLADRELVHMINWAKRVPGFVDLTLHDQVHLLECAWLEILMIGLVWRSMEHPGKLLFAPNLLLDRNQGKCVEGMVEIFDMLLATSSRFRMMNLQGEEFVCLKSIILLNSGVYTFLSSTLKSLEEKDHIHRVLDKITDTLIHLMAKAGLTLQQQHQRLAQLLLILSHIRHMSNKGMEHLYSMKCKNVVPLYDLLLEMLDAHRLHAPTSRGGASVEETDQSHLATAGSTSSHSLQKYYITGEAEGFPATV
ERa coact pot – enhancers of ERα–SRC-1 coactivator binding, primary screen, biochemical, TR-FRET, ERα LBD, low estradiol. Estrogen receptor (Homo sapiens), P03372. coactivator binding (% of control), % at 25.6 µM. 86,000 compounds, 1.3% hits. TR-FRET ERalpha-LBD/SRC-Cy5 coactivator binding, 2 h; 100 = basal binding, no effect; in the data active = activity above about 200%;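 note: binding measured in presence of low estradiol as agonist stimulus; 0% = peptide alone without receptor and 100% = receptor with peptide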
CD11b adhes enh – enhancers of CD11b/CD18 adhesion to fibrinogen, primary screen, K562 cells, luminescence. 93,000 compounds, 0.07% hits. activation, % at 10 µM. ATPlite luminescence. Integrin beta-2 (Homo sapiens) + Integrin alpha-M (Homo sapiens), P05107+P11215;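 active = 10 µM primary screen giving 50% or more activity, confirmed by 40% or more on retest at that dose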; note: strong numbers were not always called active
H69AR inhibit – proliferation blockers of H69AR lung cancer cells, primary screen, cell-based, human, 86K library; H69AR lung tumor viability, ATP luminescence, 72 h; active compounds read low; viability, % at 10 µM; 85,000 compounds, 6% hits;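 active = viability at or below 40%; inactive = viability above 40%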;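 note: multidrug resistant small cell line overexpressing MRP-1 efflux transporter; 100% = mean luminescence of untreated control wells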
CYP2C19 inhib – blockers of cytochrome P450 2C19 activity – biochemical, luminescence, ADME assay, primary screen; P33261; inhibition, % at 5 µM; CYP2C19 Supersomes, luciferin-H EGE luminescence, 30 min; 96,000 compounds, 21% hits; AID 778, 2007;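 active = CYP2C19 inhibition above a set limit at 5 µM in the primary screen, cut at about 50% in these data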;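 note: plate controls were negative control wells for no effect and 2.5 mM tranylcypromine positive control for full effect; values of inactives mirror those of a sister screen read the other way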
Target sequence (P33261 whole entry, looked up): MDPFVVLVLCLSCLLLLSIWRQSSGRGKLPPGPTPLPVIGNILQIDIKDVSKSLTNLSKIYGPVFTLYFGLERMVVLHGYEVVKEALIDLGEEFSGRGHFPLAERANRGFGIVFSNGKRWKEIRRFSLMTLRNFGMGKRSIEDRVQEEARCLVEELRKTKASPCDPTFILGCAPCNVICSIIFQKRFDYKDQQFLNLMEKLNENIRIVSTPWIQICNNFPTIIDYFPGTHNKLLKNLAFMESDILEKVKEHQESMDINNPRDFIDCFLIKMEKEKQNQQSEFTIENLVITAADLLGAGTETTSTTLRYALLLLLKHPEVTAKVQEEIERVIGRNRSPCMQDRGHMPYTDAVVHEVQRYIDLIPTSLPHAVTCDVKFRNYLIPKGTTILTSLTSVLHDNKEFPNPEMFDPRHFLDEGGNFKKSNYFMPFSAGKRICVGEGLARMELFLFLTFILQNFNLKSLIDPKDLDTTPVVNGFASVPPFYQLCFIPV
CYP2C19 act – human CYP2C19 activators, primary screen, biochemical, luminescence. activation factor at 5 µM. 96,000 tested, under 10 active. Cytochrome P450 2C19 (Homo sapiens), P33261. recombinant CYP2C19, luciferin-H EGE luminescence; active compounds read high; 0 = fully inhibited enzyme, 1 = untreated enzyme;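 active = activation factor of at least 2 at 5 µM in the primary screen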;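 note: 0 = wells with 2.5 mM tranylcypromine and 1 = vehicle-only wells; values of inactives mirror those of a sister screen read the other way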
Lung fibro prol – antiproliferative effect on LL 47 fibroblasts – human, LL 47 cells, CellTiter-Glo luminescence, primary screen | LL 47 human lung fibroblast viability, ATP luminescence; active compounds read low | viability, % at 10 µM | 85,000 compounds, 1.1% hits;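 active = viability at or below 50% in the single dose screen; inactive = viability above 50%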;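 note: compound exposure lasted 72 h before the ATP readout; 100% = median luminescence of untreated cell-only wells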
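Test system: LL 47 human lung fibroblasts; Quantity: 1,150 cells/well; Buffer or medium: IMEM plus 15% FBS; Dosing: tenfold compound dosing solution, DMSO at 0.1%; Timing: overnight cell rest, 72 h compound treatment at 37 °C; Detection: ATP-based CellTiter-Glo luminescent readout; Read-out basis: viability percentage against median untreated-cell control; Controls: cell-only wells, no compound.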
* marks the source's active call; other numbers are inactive results; . = not tested or not shown; [ ] = another dose, or the depositor's remark.

mol	HUVEC inhibit	CD11b adhes inh	ERa coact inh	ERa coact pot	CD11b adhes enh	H69AR inhibit	CYP2C19 inhib	CYP2C19 act	Lung fibro prol
O=C1c2ccccc2C(=O)N1CC(O)COCc1ccccc1 (stereo not drawn)	90	.	1	94	.	95	81*	0.2	87
Cn1c(SCC(=O)Nc2cc(=O)n(C)c(=O)n2C)nnc1-c1cccs1	103	2	5	131[fluorescence artefact?]	2	101	15	0.8	95
O=C(c1cccs1)N1CCN(Cc2nc3ccccc3c(=O)[nH]2)CC1	107	-24	-1	111	-1	99	-4	1	102
CCN(CC)CCN1C(=O)c2oc3ccccc3c(=O)c2C1c1ccc(F)cc1 (stereo not drawn)	112	-3	-1	146	-4	94	-8	1.1	103
CCOC(=O)C1CCN(C(c2cc(OC)c(OC)c(OC)c2)c2sc3nc(C)nn3c2O)CC1 (stereo not drawn)	99	4	1	95	-1	104	14	0.9	105
CC1(C)NC(=O)N(CCOCCOc2c(Cl)cc(Cl)cc2Cl)C1=O	85	-2	1[fluorescence artefact?]	120	-3	87	56*	0.4	91
O=C1CCC(=O)N1CNc1ccccn1	89	-3	-24	105	-1	109	-12	1.1	93
O=C(NCc1ccccc1)c1c[nH]c2ccc(S(=O)(=O)Nc3ccc4c(c3)OCCO4)cc2c1=O	75	-10	12	99[fluorescence artefact?]	1	95	32	0.7	95
COc1ccc(-c2cc(C(=O)N3CCN(Cc4ccccc4)CC3)no2)cc1OC	104	-9	-4	113	10	93	11	0.9	102
CC(=O)OCCn1c(=O)c2cc3c(=O)n(CCOC(C)=O)c(=O)c3cc2c1=O	93	-8	-2	97	-3	88	-7	1.1	98
O=C(Nc1nncs1)c1ccccc1NS(=O)(=O)c1cccs1	85	10	-18	95	-6	87	46	0.5	97
CC(C)C[C@H](NC(=O)OC(C)(C)C)c1nnc(SCC(=O)Nc2ccc(Br)cc2)o1	96	24	-2	127	5	94	65*	0.3	96
CC(CN1CCN(C)CC1)OC(=O)c1ccccc1 (stereo not drawn)	96	.	-9	108	.	76	1	1	101
CCOc1ccc(CNC(=O)CCn2c(=O)oc3ccccc32)cc1OC	.	-15	.	.	1	.	27	0.7	.
Cc1cc2cc(CNC(=O)Nc3ccccc3)ccc2n1C	91	.	11[fluorescence artefact?]	222*[fluorescence artefact?]	.	90	.	.	95
CCC(C)NCCOCCOc1ccccc1-c1ccccc1 (stereo not drawn)	.	-5	.	.	3	.	35	0.6	.
Cc1nnc(-c2cnn(C)c2N)n1Cc1ccccc1F	95	-4	1[fluorescence artefact?]	112	-1	95	4	1	104
O=C(Nc1ccc(Nc2ccccc2)cc1)c1ccc(Br)o1	78	12	-2[fluorescence artefact?]	83[fluorescence artefact?]	-1	96	29	0.7	97
CCOc1cccc(C(=O)Nc2nnc(-c3cccs3)s2)c1	99	-17	29	197	44	62	2	1	104
CCOc1ccc(N(CC(=O)NC(C)CC)S(=O)(=O)c2c(C)noc2C)cc1 (stereo not drawn)	94	-10	-5	99	2	78	64*	0.4	95
O=C(CSc1nc(N2CCCCC2)nc(N2CCCCC2)n1)Nc1nccs1	83	-17	-23	99	8	62	15	0.8	82
COc1cc2oc3ccccc3c2cc1N(CC(=O)N(C)C)S(=O)(=O)c1ccc(C)cc1	.	9	.	.	-3	.	45	0.5	.
Cc1c(C(=O)OCCOc2ccccc2)[nH]c2c1C(=O)CCC2	78	25	2	115	-1	79	91*	0.1	91
COc1cc(Cl)cc(C2NC(=O)NC(C)=C2C(=O)NCc2ccccc2)c1O (stereo not drawn)	92	1	-25	107[fluorescence artefact?]	11	90	2	1	97
COc1ccc(C2Nc3ccccc3C(=O)N2Cc2ccco2)cc1COc1ccc([N+](=O)[O-])cc1 (stereo not drawn)	100	-6	-7	97[fluorescence artefact?]	-3	94	39	0.6	94
O=C(Nc1ccc2nccnc2c1)c1cnccn1	100	16	-4	103	0	96	51*	0.5	109
O=C(CN(C1CCCCC1)S(=O)(=O)c1ccc(Cl)cc1)N1CCOCC1	103	-51	23	93	-1	80	3	1	106
Cc1ccc(-c2nc3cc(NC(=O)C(C)C)ccc3o2)cc1C	98	.	-168[fluorescence artefact?]	160	.	73	.	.	75
Cc1cccc2cc(CN(Cc3ccco3)C(=O)NC3CCCCC3)c(=O)[nH]c12	99	-4	-1	109	-3	81	70*	0.3	102
O=C(OCn1nnc2ccccc2c1=O)c1ccc(Br)o1	97	.	-5	99[fluorescence artefact?]	.	103	.	.	103

Just Lung fibro prol and CYP2C19 inhib, for two of the compounds above:
Compound	Lung fibro prol	CYP2C19 inhib
Cc1cccc2cc(CN(Cc3ccco3)C(=O)NC3CCCCC3)c(=O)[nH]c12	102	70*
O=C(CN(C1CCCCC1)S(=O)(=O)c1ccc(Cl)cc1)N1CCOCC1	106	3

(listing goes on)
mol	HUVEC inhibit	CD11b adhes inh	ERa coact inh	ERa coact pot	CD11b adhes enh	H69AR inhibit	CYP2C19 inhib	CYP2C19 act	Lung fibro prol
CN(c1ccccc1)S(=O)(=O)c1cc(C(=O)c2nccn2C)ccc1Cl	93	6	33[fluorescence artefact?]	43	-1	91	99*	0	97
COC(=O)c1cccc(NC(=O)CN2CCN(c3ccc(OC)cc3)CC2)c1	99	-9	-6	108	1	90	65*	0.4	99
Cc1cc(O)cc(O)c1-c1onc(C(F)(F)F)c1-c1cscn1	83	50	-5[fluorescence artefact?]	64[fluorescence artefact?]	-7	60	80*	0.2	92
NC(=O)C1CCN(C(=O)C2c3ccccc3C(=O)N3CCc4ccccc4C23)CC1 (stereo not drawn)	90	-4	-3	97	-3	86	-4	1	90
O=C(Nc1cc2c3c(c1)C1CCCC1CN3CC1CCCC21)c1ccc([N+](=O)[O-])cc1 (stereo not drawn)	.	-5	.	.	28	.	28	0.7	.
CCN1C(=O)c2cccc3c(S(=O)(=O)Nc4ccccc4OC)ccc1c23	77	-5	-3	113[fluorescence artefact?]	5	41	61*	0.4	89
COCCNC(=O)C(c1ccc(O)cc1)N(Cc1ccco1)C(=O)CCC(=O)Nc1nccs1 (stereo not drawn)	103	.	2	123[fluorescence artefact?]	.	95	3	1	102
COc1cc(Cn2c(=O)oc3ccc(C)cc32)ccc1OC(C)C	94	.	-4	105	.	77	.	.	97
O=C(OCc1ccccc1F)c1ccc2c(c1)-c1ccccc1C2=O	.	3	.	.	-2	.	-10	1.1	.
Cc1ccc(-c2c(C)n([O-])c3c([n+]2=O)CCC3)o1	107	0	4	101	1	87	40	0.6	105
N#Cc1ccccc1OCC(=O)OCC(=O)c1ccc2c(c1)NC(=O)CO2	105	-4	-6	100	1	102	67*	0.3	97
O=C(NCCCN1CCN(c2ccccc2F)CC1)C1CC(=O)N(C2CCCC2)C1 (stereo not drawn)	101	-3	-5	111	-1	87	21	0.8	103
CC(c1ccco1)N(C(=O)CSc1ccc(Br)cc1)c1ccccn1 (stereo not drawn)	100	1	-3	103	-1	92	98*	0	98
CCCn1c(=S)[nH]c2cc(C(=O)NCC3CCCO3)ccc2c1=O (stereo not drawn)	98	.	-5	112	.	83	.	.	103
COc1ccc(/C=N/NC(=O)CCn2c3ccccc3c3ccccc32)cc1O	.	-16	.	.	0	.	94*	0.1	.
O=C(O)c1ccc(NS(=O)(=O)c2cc(Cl)ccc2Cl)cc1O	97	-14	-3	110	0	90	-1	1	91
OCc1csc(=Nc2ccccc2)n1-c1ccccc1	109	-14	-3	112	-2	91	88*	0.1	96
COc1cc(C)ccc1OCCOc1c(Cl)cc(Cl)cc1Cl	.	13	.	.	1	.	-4	1	.
COc1ccc(C(c2nnnn2C2CCCC2)N2CCC(C(N)=O)CC2)c(OC)c1 (stereo not drawn)	100	-11	-5	133	1	99	6	0.9	103
CCCn1c(SCC(=O)N2CCc3ccccc3C2)nc2c1c(=O)n(C)c(=O)n2C	.	-16	.	.	7	.	-1	1	.
O=C(NCCN1CCOCC1)c1cc2sccc2n1Cc1ccc(Cl)cc1	.	-6	.	.	-3	.	70*	0.3	.
O=C(NCCSCc1ccccc1)c1ccc(C2SCC(=O)N2Cc2ccccc2)cc1 (stereo not drawn)	86	17	-1	93[fluorescence artefact?]	-2	63	92*	0.1	101
COc1ccc(CNC(=O)CCSc2nc(-c3ccc4c(c3)OCO4)cc(C(F)(F)F)n2)cc1	64	.	-5	109	.	33*	.	.	97
Cn1nnnc1SCC(=O)N1CCN(c2ccccc2)CC1	94	-4	-1	113	-3	96	41	0.6	106
Clc1ccc(Oc2cnns2)cc1Cl	102	-6	6[fluorescence artefact?]	94	-1	94	24	0.8	99
CCc1nnc(NC(=O)c2ccc3c(c2)C(=O)N(C(C)(C)C)C3=O)s1	87	10	7	114	-2	39*	6	0.9	101
COC(=O)c1ccc(NC(=O)CSc2nnc(-c3ccccc3)n2C)cc1	92	.	6[fluorescence artefact?]	122	.	91	.	.	82
NC(=O)C1CCN(C2CC(=O)N(c3cccc(F)c3)C2=O)CC1 (stereo not drawn)	88	-1	2	113	0	101	-4	1	101
O=c1[nH]c2ccccc2nc1C(F)(F)C(F)F	93	10	6	88	1	95	-5	1.1	95
COc1ccc(Br)cc1CNC(=O)C1CCN(S(=O)(=O)N2CCCC2)CC1	.	3	.	.	-3	.	22	0.8	.
Cc1ccccc1-c1nnc(SCC(=O)NC2CCCCC2)o1	105	.	2	95	.	100	.	.	95
CCc1ccccc1NC(=O)CSc1nnc(Cn2cnc3ccccc32)o1	95	.	-7	93	.	80	.	.	98
COc1cccc(C(=O)N2CCN(Cc3ccco3)CC2)c1OC	98	-3	6[fluorescence artefact?]	119	2	102	46	0.5	104
CC(=O)C(Sc1nc(NC(C)(C)C)nc(N(C)C)n1)C(C)=O	86	-2	-8	103	1	80	24	0.8	85
COc1cccc(NC(=O)N2CCOCC2)c1	106	-10	-5	121	-3	102	0	1	103
C/C(N)=C(/C#N)C(=O)COC(=O)COc1ccc(Cl)cc1	97	-34	4	100	1	100	20	0.8	105
CCC(C)C(NC(=O)C1CCC(C)CC1)C(=O)NCc1cccnc1 (stereo not drawn)	91	.	0	113	.	108	.	.	99
Cc1cc(NCCO)c2cc(O)ccc2n1	.	-3	.	.	-3	.	-10	1.1	.

In the list so far, 2 contain a CF3 group.
mol	HUVEC inhibit	CD11b adhes inh	ERa coact inh	ERa coact pot	CD11b adhes enh	H69AR inhibit	CYP2C19 inhib	CYP2C19 act	Lung fibro prol
Cc1cc(O)cc(O)c1-c1onc(C(F)(F)F)c1-c1cscn1	83	50	-5[fluorescence artefact?]	64[fluorescence artefact?]	-7	60	80*	0.2	92
COc1ccc(CNC(=O)CCSc2nc(-c3ccc4c(c3)OCO4)cc(C(F)(F)F)n2)cc1	64	.	-5	109	.	33*	.	.	97
